14-3-3 Bad PPI – inhibitors of 14-3-3 zeta/Bad binding, primary screen, biochemical, TR-FRET, bovine 14-3-3 zeta; 14-3-3 protein zeta/delta (Bos taurus), P63103; TR-FRET 14-3-3zeta/Dy647-pBad peptide displacement, 1 h; inhibition, % at 21.7 µM; hit rate 0.71% among 220,000; AID 781, 2007;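 active = inhibition above about 70%, limit read from the data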;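 note: 0% = full 14-3-3 plus peptide FRET controls and 100% = background without 14-3-3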
Target sequence (P63103 whole entry, looked up): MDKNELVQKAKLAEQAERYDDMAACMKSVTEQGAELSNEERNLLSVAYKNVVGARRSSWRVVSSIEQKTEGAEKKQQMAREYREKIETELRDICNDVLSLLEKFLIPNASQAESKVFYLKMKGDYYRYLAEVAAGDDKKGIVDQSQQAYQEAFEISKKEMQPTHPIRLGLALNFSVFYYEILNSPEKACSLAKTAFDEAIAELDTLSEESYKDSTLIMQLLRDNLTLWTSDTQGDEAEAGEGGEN
NPY Y1 blocker – NPY-Y1 receptor antagonists, primary screen, cell-based | Neuropeptide Y receptor type 1 (Homo sapiens), P25929 | HEK293-CNG Y1 cells, membrane potential fluorescence; NPY at EC95, then isoproterenol | inhibition, % at 3.6 µM | hit rate 1% among 200,000;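 active = inhibition above the campaign mean inhibition of all tested compounds plus 3 SD, cut at about 20% in these data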;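 note: 0% = DMSO wells given NPY plus isoproterenol and 100% = isoproterenol alone without NPY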
Target sequence (P25929 whole entry, looked up): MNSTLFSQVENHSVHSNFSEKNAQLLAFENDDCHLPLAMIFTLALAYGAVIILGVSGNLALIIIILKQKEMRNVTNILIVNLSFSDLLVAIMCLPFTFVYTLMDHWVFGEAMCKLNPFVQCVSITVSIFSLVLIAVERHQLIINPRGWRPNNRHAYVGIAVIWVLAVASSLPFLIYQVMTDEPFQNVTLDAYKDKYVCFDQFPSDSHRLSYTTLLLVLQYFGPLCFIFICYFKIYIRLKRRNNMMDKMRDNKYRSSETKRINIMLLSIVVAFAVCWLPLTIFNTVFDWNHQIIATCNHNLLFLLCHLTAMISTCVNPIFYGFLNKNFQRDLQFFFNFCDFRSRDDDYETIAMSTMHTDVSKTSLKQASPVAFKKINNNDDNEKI
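System: HEK293 cells with Y1 receptor plus CNG channel / Probe or stimulus: NPY 25 nM then isoproterenol 1 µM plus Ro 20-1724 25 µM / Compound: one concentration, 3.6 µM, in 0.4% DMSO / Schedule: compound incubation 1 h at room temperature, readout 45 min post-stimulation / Measured by: membrane potential fluorescence / Read-out: % inhibition of NPY effect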
EP2 antag – human EP2 receptor antagonists, primary screen, TR-FRET cAMP, C6 glioma cells; inhibition, % at 25 µM; Prostaglandin E2 receptor EP2 subtype (Homo sapiens), P43116; hit rate 0.52% among 260,000; C6 glioma cells expressing human EP2; cells stimulated with saturating PGE2;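 active = percent inhibition above 40 after rounding to a whole number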;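 note: rat C6 glioma host cells with rolipram phosphodiesterase inhibitor present; the protocol text gives 20 µM as final concentration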
Target sequence (P43116 whole entry, looked up): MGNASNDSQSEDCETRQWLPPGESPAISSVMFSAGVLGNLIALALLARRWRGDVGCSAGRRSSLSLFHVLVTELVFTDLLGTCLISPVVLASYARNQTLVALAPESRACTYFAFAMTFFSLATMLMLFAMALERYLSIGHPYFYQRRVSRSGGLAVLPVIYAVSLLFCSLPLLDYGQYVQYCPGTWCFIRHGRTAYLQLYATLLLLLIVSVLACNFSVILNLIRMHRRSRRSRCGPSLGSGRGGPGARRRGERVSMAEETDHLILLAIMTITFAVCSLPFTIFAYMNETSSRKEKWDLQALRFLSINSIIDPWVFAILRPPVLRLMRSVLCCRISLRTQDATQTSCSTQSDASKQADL
CHOP inh – inhibitors of CHOP promoter induction, primary screen, cell-based, unfolded protein response, luciferase reporter. CHO-K1 CHOP-promoter luciferase, tunicamycin-induced, 15-18 h. inhibition, % at 10 µM. hit rate 3.8% among 220,000;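 active = compounds that reduced the stress-induced luciferase reporter signal by more than about 70% of percent inhibition, limit read from the data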;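 note: 0% = tunicamycin plus vehicle and 100% = wells without tunicamycin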
NPY1 pot ag – NPY-Y1 receptor potentiators or agonists, primary screen, cell-based | AID 1304, 2008 | hit rate 0.37% among 220,000 | NPY-Y1 expressing cells, potentiator/agonist activation | Neuropeptide Y receptor type 1 (Homo sapiens), P25929 | activation, % at 3.6 µM; in the data active = activation above about 33%, passing the limit was not always enough;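 note: cells stimulated with NPY at EC10 then isoproterenol at EC100; 0% = low agonist plus stimulus and 100% = saturating agonist plus stimulus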
EP2 modulator – EP2 receptor modulators, cAMP readout, primary screen, cell-based, HTRF cAMP, PGE2 stimulation; induction, % at 25 µM; EP2-expressing cells, cAMP HTRF FRET, PGE2 co-stimulation; hit rate 0.83% among 260,000; Prostaglandin E2 receptor EP2 subtype (Homo sapiens), P43116;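 active = compounds whose cAMP rise, as percent of the full-agonist control response, exceeds 60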;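 note: rat C6 glioma line stably carrying human EP2 under a CMV promoter; the protocol text gives 20 µM as final concentration; 100% = response of wells given 1 µM PGE2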
TRPN1 ag – zebrafish TRPN1 channel agonists, primary screen, cell-based, HEK293, calcium fluorescence; transient receptor potential cation channel N1 (TRPN1/NompC), Danio rerio; HEK293 zebrafish TRPN1-YFP, Fluo-8 calcium fluorescence; 100% = response to 87 µM carbachol; activation, % at 3 µM; hit rate 0.18% among 220,000; AID 1424, 2008;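 active = activation above its plate's cutoff, the mean activation of test wells on that plate plus 3 SD, cut at about 19% in these data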;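 note: 0% = DMSO alone and 100% = 87 µM carbachol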
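Material: zebrafish TRPN1-YFP in HEK293 cells; Doses: single test compound dose, 3 µM nominal, 0.3% DMSO; Timing: dye loading 1 h at 37 °C, then 30 min room temperature; Technique: intracellular calcium fluorescence with Fluo-8; Benchmarks: high carbachol 87 µM, low DMSO alone.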
PPC-1+TRAIL kill – compounds killing PPC-1 cancer cells with TRAIL present, primary screen, TRAIL potentiator project, ATPLite luminescence, uHTS. PPC-1 cells + TRAIL, ATPLite viability luminescence. cell killing (% activity), % at 4 µM. hit rate 0.41% among 220,000;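 active = cell killing above 50% in the first pass at 4 µM, then a duplicate retest at 5 µM averaging 50% or more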;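 note: plate controls were cells with TRAIL plus DMSO for no effect and medium-only wells lacking cells for full effect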
TRPML3 ag – human TRPML3 channel agonists, primary screen, cell-based, HEK293 TRPML3-YFP, Fluo-8 calcium fluorescence, 3 µM. Mucolipin-3 (Homo sapiens), Q8TDD5. 100% = the carbachol control signal. activation, % at 3 µM. hit rate 0.29% among 220,000;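 active = activation above its plate's cutoff, the mean activation of the plate's test wells plus 3 SD, cut at about 12% in these data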;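 note: 0% = DMSO only wells and 100% = carbachol wells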
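Test system: TRPML3-YFP stable HEK293 cells. Doses: single point at 3 µM. Incubation: dye loading 1 h 37 °C then 30 min ambient, 125 s read. Signal: Fluo-8 calcium dye fluorescence, ex 470-495, em 515-575 nm. Measure: percent activation from peak-to-basal fluorescence ratio, scaled between DMSO and carbachol.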
Starred values were filed as active, the others as inactive; nt = not tested or not shown; [ ] = remark or other dose. This is a subset; the hit share may differ from the screen's.

A first look (eleven entries):
cpd	SMILES	14-3-3 Bad PPI	NPY Y1 blocker	EP2 antag	CHOP inh	NPY1 pot ag
1	c1ccc(-c2cc3c(N4CCCCC4)ncnc3s2)cc1	4	5	10	15	-38
2	COc1cc([N+](=O)[O-])ccc1-c1ccc(C(=O)Nc2ccc(NC(C)=O)cc2)o1	95*[fluorescence artefact?]	-4	4	61	-35
3	Cn1c(N)c(C(=O)CSc2nc3ccccc3c(=O)n2Cc2ccccc2)c(=O)n(C)c1=O	67	nt	15	0	4
4	O=C(CSc1nc2ccccc2s1)Nc1nccs1	17	0	4	5	-26
5	O=C(c1ccncc1)N1N=C(C2CC2)CC1(O)C(F)(F)F (centres undefined)	-5	-4	3	5	-7
6	Cc1ccc(OCC(=O)Nc2ccc(N3CCCC3)cc2)cc1C	74*[fluorescence artefact?]	-2	20	-6	-4
7	CCCOc1cccc(C(=O)Nc2cccc(NC(=O)c3ccco3)c2)c1	14[fluorescence artefact?]	2	nt	13	-3
8	Cn1c(=O)c2c(nc(N/N=C/c3cccnc3)n2Cc2ccccc2)n(C)c1=O	-8	nt	18	12	-4
9	Cc1cc(C(=O)CN2C(=O)NC3(CCCCC3)C2=O)c(C)n1Cc1ccc2c(c1)OCO2	3	-4	5	63	18
10	COC(=O)C(Cc1c[nH]c2ccccc12)NC(C)=O (centres undefined)	-7	-5	16	12	-6
11	COc1ccc(OCC(O)CN2C(=O)NC(C)(C)C2=O)cc1 (centres undefined)	-13[fluorescence artefact?]	-5	8	-1	-12

cpd	EP2 modulator	TRPN1 ag	PPC-1+TRAIL kill	TRPML3 ag
1	46	-2.5	1	0.3
2	3	1.1	14	0.4
3	-8	-0.2	4	0.6
4	12	-0.6	4	0.1
5	-29	0.2	-13	1.1
6	-7	0.2	5	0.0
7	-10	0.3	8	-0.9
8	7	-1.0	0	0.0
9	4	-0.3	1	-0.2
10	17	-0.1	12	0.5
11	23	1.9	nt	1.0

This part in full, repeating the preview:
cpd	SMILES	14-3-3 Bad PPI	NPY Y1 blocker	EP2 antag	CHOP inh	NPY1 pot ag
1	c1ccc(-c2cc3c(N4CCCCC4)ncnc3s2)cc1	4	5	10	15	-38
2	COc1cc([N+](=O)[O-])ccc1-c1ccc(C(=O)Nc2ccc(NC(C)=O)cc2)o1	95*[fluorescence artefact?]	-4	4	61	-35
3	Cn1c(N)c(C(=O)CSc2nc3ccccc3c(=O)n2Cc2ccccc2)c(=O)n(C)c1=O	67	nt	15	0	4
4	O=C(CSc1nc2ccccc2s1)Nc1nccs1	17	0	4	5	-26
5	O=C(c1ccncc1)N1N=C(C2CC2)CC1(O)C(F)(F)F (centres undefined)	-5	-4	3	5	-7
6	Cc1ccc(OCC(=O)Nc2ccc(N3CCCC3)cc2)cc1C	74*[fluorescence artefact?]	-2	20	-6	-4
7	CCCOc1cccc(C(=O)Nc2cccc(NC(=O)c3ccco3)c2)c1	14[fluorescence artefact?]	2	nt	13	-3
8	Cn1c(=O)c2c(nc(N/N=C/c3cccnc3)n2Cc2ccccc2)n(C)c1=O	-8	nt	18	12	-4
9	Cc1cc(C(=O)CN2C(=O)NC3(CCCCC3)C2=O)c(C)n1Cc1ccc2c(c1)OCO2	3	-4	5	63	18
10	COC(=O)C(Cc1c[nH]c2ccccc12)NC(C)=O (centres undefined)	-7	-5	16	12	-6
11	COc1ccc(OCC(O)CN2C(=O)NC(C)(C)C2=O)cc1 (centres undefined)	-13[fluorescence artefact?]	-5	8	-1	-12
12	CC(=O)c1cccc(NC(=O)CC2S/C(=N/N=C/c3cccs3)NC2=O)c1 (centres undefined)	-4	-2	3	57	5

cpd	EP2 modulator	TRPN1 ag	PPC-1+TRAIL kill	TRPML3 ag
1	46	-2.5	1	0.3
2	3	1.1	14	0.4
3	-8	-0.2	4	0.6
4	12	-0.6	4	0.1
5	-29	0.2	-13	1.1
6	-7	0.2	5	0.0
7	-10	0.3	8	-0.9
8	7	-1.0	0	0.0
9	4	-0.3	1	-0.2
10	17	-0.1	12	0.5
11	23	1.9	nt	1.0
12	-66	0.0	12	0.6

Some of these compounds in order of length of the SMILES, smallest number first:
cpd	SMILES	14-3-3 Bad PPI	NPY Y1 blocker	EP2 antag	CHOP inh	NPY1 pot ag
10	COC(=O)C(Cc1c[nH]c2ccccc12)NC(C)=O (centres undefined)	-7	-5	16	12	-6
6	Cc1ccc(OCC(=O)Nc2ccc(N3CCCC3)cc2)cc1C	74*[fluorescence artefact?]	-2	20	-6	-4
2	COc1cc([N+](=O)[O-])ccc1-c1ccc(C(=O)Nc2ccc(NC(C)=O)cc2)o1	95*[fluorescence artefact?]	-4	4	61	-35

cpd	EP2 modulator	TRPN1 ag	PPC-1+TRAIL kill	TRPML3 ag
10	17	-0.1	12	0.5
6	-7	0.2	5	0.0
2	3	1.1	14	0.4

The list continues.
cpd	SMILES	14-3-3 Bad PPI	NPY Y1 blocker	EP2 antag	CHOP inh	NPY1 pot ag
13	CC[n+]1c(/C=C2/C=C(C)CC(C)C2)sc2ccccc21 (centres undefined)	-12	-2	9	53	4
14	Cc1ccnc(Nc2nc(-c3c(C)nc4sccn34)cs2)c1	-9[fluorescence artefact?]	-7	12	-10	-17
15	O=C(Oc1cc(=O)oc2c1c(=O)n1c3c(cccc23)CC1)c1ccc(F)cc1	9	nt	6	7	27
16	Cc1cccc(N2CCN(S(=O)(=O)c3c(C)[nH]c(=O)[nH]c3=O)CC2)c1C	-97	1	6	7	1
17	Cn1ccnc1C(=O)c1ccc(NN)c([N+](=O)[O-])c1	-18	-2	0	10	-27
18	CCOC(=O)N1CCC(=NNc2ccc(S(=O)(=O)N3CCOCC3)cc2[N+](=O)[O-])CC1	0	-4	6	-35	19
19	C[C@@H](C(=O)NCc1ccc(S(C)(=O)=O)cc1)[C@@H]1C[C@@]1(C)[C@@H](NC(=O)OCc1ccccc1)c1ccccc1	1	0	10	26	-25
20	CC(C)(C)C(=O)N(Cc1ccccc1)c1ccccn1	-13	-2	4	-4	-9
21	Cc1cc(C(=O)CSc2n[nH]c(-c3ccccc3F)n2)c(C)n1Cc1cccs1	4	8	21	4	-33
22	Cc1ccc(CN2CCN(Cc3cnc(C)s3)CC2CCO)o1 (centres undefined)	-14	5	7	29	-7
23	C=CCn1c(SCC(=O)Nc2c(C)cccc2C)nnc1-c1cnccn1	1	-1	4	36	20
24	O=C(Nc1ccc(N2CCOCC2)cc1)c1c(F)cccc1Cl	-15	12	18	3	-13

cpd	EP2 modulator	TRPN1 ag	PPC-1+TRAIL kill	TRPML3 ag
13	-33	0.1	-9	-0.1
14	-47	1.0	11	-0.8
15	6	0.6	0	0.5
16	27	1.1	-7	0.5
17	5	0.1	-2	-0.9
18	3	-0.3	18	0.2
19	19	-0.6	26	0.0
20	30	0.7	17	0.2
21	-7	0.4	16	-0.6
22	12	1.4	14	0.3
23	10	0.0	12	0.5
24	14	1.3	7	0.2

Following part.
cpd	SMILES	14-3-3 Bad PPI	NPY Y1 blocker	EP2 antag	CHOP inh	NPY1 pot ag
25	CCCNC(=O)COC(=O)c1ccc(S(=O)(=O)N2CCCCCC2)cc1	-3	-1	11	16	5
26	COc1ccc(C(=O)NCC(=O)OCC(=O)NCCC2=CCCCC2)cc1	-18	3	4	-6	2
27	CCN(CC)C(=O)C(C(=O)c1cccc([N+](=O)[O-])c1)n1cc(Cl)ccc1=O (centres undefined)	-11	0	1	7	-13
28	Cc1cccc(N2CCN(C(=O)c3cc4c(=O)n(C)c5ccccc5c4n3C)CC2C)c1 (centres undefined)	-13	6	9	57	-5
29	Cc1cc(C)n(C(=O)CNC(=O)c2ccco2)n1	1[fluorescence artefact?]	6	0	6	-13
30	CC(=O)c1ccc(-c2ccc([C@H]3[C@H]4C=CC[C@@H](C)[C@@H]4C(=O)N3Cc3ccccc3)c(F)c2)cc1	-2	nt	15	2	nt
31	O=c1oc2cc(OCc3ccc(C(F)(F)F)cc3)ccc2cc1-c1ccccn1	-4	-1	8	0	-4
32	COC(=O)c1ccc(NC(=O)COc2ccc(S(=O)(=O)NC(C)(C)C)cc2)cc1	-3	1	4	-14	6
33	O[C@H]1COC2C1OC[C@@H]2O (some centres undefined)	1	0	10	9	-11
34	O=C(CNC(=O)c1cccc(F)c1)N/N=C/c1ccc(O)c([N+](=O)[O-])c1	-8[fluorescence artefact?]	-4	8	4	-12
35	COc1cccc(-n2c(Cc3cc(=O)[nH]c(=O)[nH]3)nnc2SCc2cccc(C(F)(F)F)c2)c1	-4	2	3	2	12
36	Cc1c(/C=C2\SC(=Nc3cccc(C(=O)O)c3)NC2=O)c2ccccc2n1C	9	nt	7	-18	-4

cpd	EP2 modulator	TRPN1 ag	PPC-1+TRAIL kill	TRPML3 ag
25	0	1.0	-12	1.3
26	38	0.1	6	-1.0
27	36	0.4	2	1.0
28	-19	-0.8	9	0.2
29	19	-0.2	21	-0.1
30	-7	nt	16	nt
31	12	1.5	-12	0.8
32	23	1.8	-6	0.6
33	3	3.1	9	0.8
34	12	-0.6	7	0.5
35	-3	-0.3	4	1.0
36	15	0.0	8	0.3

Continuation.
cpd	SMILES	14-3-3 Bad PPI	NPY Y1 blocker	EP2 antag	CHOP inh	NPY1 pot ag
37	CCO[C@H]1OC(C(=O)N2CCN(Cc3ccc4c(c3)OCO4)CC2)=C[C@@H](c2ccc3c(c2)OCO3)[C@@H]1CCCO	-8	5	4	19	-14
38	COc1ccccc1NS(=O)(=O)c1cc(N/C(=N\S(=O)(=O)c2ccccc2)c2ccc(F)cc2)ccc1Cl	-8[fluorescence artefact?]	-13	5	55	43*
39	Cc1cc2c(C)cc(=O)oc2c2c1NCCC2	2	2	7	1	-9
40	CC(=O)c1ccc(N2CCN(CC(=O)Nc3ccccc3N3CCOCC3)CC2)cc1	-17	9	9	4	2
41	CCN(CC)c1cc(C)c2ccccc2n1	21	4	7	-6	-9
42	Cn1ncc(Br)c1C(=O)Nc1cccc(C(F)(F)F)c1	2	nt	6	11	2

cpd	EP2 modulator	TRPN1 ag	PPC-1+TRAIL kill	TRPML3 ag
37	14	-1.3	7	-0.2
38	-12	2.1	15	0.9
39	-2	-1.7	-11	-1.2
40	15	-1.1	8	0.5
41	30	0.0	44	-0.9
42	-6	-1.6	10	-1.2

Compound activity from PubChem.
